PrPC surface inh = reduces human prion protein on the cell surface; P04156; cell surface PrPC, TR-FRET read-out; inhibition, % at 13.8 µM; 370,000 tested, 0.43% active; AID 720596; in the data active means inhibition above about 24%; further: 0% = median of the test wells and 100% = reference compound wells
GDH-TPI inh = inhibits GDH-TPI coupling enzymes, artifact for Mtb FBA screen | GDH-TPI coupled enzyme counterscreen, NADH absorbance | inhibition, % at 4.8 µM | 360,000 tested, 1.2% active | AID 588335; in the data active means inhibition above about 30%;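 further: 0% = DMSO wells and 100% = wells lacking the enzyme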
Mtb UGM inh = Mtb UDP-galactopyranose mutase inhibition; AID 504406; purified UGM, fluorescence polarization probe displacement; 320,000 tested, 0.06% active; inhibition, % at 10 µM; in the data active means inhibition above about 10%, passing the limit was not always enough; inconclusive means no clear call, values can overlap the other calls
Target sequence (P9WIQ1 whole entry, looked up): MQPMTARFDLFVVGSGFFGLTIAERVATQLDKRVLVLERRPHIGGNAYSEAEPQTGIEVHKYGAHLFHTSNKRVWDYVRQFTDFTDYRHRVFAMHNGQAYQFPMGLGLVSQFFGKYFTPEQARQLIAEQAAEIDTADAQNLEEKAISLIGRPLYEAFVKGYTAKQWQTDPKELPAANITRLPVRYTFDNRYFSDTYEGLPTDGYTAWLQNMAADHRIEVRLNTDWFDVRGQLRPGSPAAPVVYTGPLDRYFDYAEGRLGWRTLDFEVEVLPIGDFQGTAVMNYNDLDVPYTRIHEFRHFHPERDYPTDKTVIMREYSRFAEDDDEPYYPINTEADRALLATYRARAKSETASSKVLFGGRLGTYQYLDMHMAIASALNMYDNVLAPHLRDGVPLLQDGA
Mtb BioA inh = BioA (M. tuberculosis) enzyme inhibition | 360,000 tested, 0.096% active | inhibition, % at 9.99 µM | AID 602481 | purified M. tuberculosis BioA enzyme, plate reader; in the data active means inhibition above about 40%; inconclusive means no clear call, values can overlap the other calls
FadD28 binding = blocks FadD28 binding to the bisubstrate probe | fluorescence polarization | inhibition, % at 12.5 µM | AID 588549 | 360,000 tested, 0.22% active; in the data active means inhibition above about 8.5%, passing the limit was not always enough; inconclusive means no clear call, values can overlap the other calls
BoNT F protease = BoNT F light chain protease inhibition. AID 588497. inhibition, % at 10 µM. 360,000 tested, 0.22% active. Multiplex microsphere protease cleavage assay, flow cytometry; in the data active means inhibition above about 35%, passing the limit was not always enough; inconclusive means no clear call, values can overlap the other calls; further: plate controls were buffer without enzyme for full effect and enzyme alone for no effect
MazEF act = activators of E. coli MazEF toxin-antitoxin RNase | FAM/BHQ RNA-DNA oligo cleavage fluorescence, 5 h | 350,000 tested, 0.32% active | P0AE70 | AID 504720 | activation, % at 20 µM; in the data active means activation above about 50%
Target sequence (P0AE70 whole entry, looked up): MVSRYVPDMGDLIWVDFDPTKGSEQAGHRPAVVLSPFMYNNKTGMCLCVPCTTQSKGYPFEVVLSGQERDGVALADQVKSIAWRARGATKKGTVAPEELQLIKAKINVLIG
Mtb FBA inh = inhibits M. tuberculosis FBA enzyme; 360,000 tested, 2.3% active; inhibition, % at 1 µM; P9WQA3; purified M. tuberculosis FBA, fluorescence read-out; in the data active means inhibition above about 27%;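 further: 0% = vehicle and 100% = reference inhibitor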
Target sequence (P9WQA3 whole entry, looked up): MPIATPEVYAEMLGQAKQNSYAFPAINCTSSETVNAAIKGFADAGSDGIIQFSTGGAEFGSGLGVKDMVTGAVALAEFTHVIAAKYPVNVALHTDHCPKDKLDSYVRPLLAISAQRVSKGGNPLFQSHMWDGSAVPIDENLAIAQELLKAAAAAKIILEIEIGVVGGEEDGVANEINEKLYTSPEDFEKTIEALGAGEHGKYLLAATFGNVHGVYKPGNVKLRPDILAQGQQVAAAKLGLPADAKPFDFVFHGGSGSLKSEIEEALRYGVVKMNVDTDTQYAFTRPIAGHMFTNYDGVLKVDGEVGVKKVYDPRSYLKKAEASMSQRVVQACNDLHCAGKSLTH
Rv3671c protease = inhibitors of M. tuberculosis serine protease Rv3671c; P9WHR9; inhibition, % at 5.96 µM; 320,000 tested, 0.048% active; in the data active means inhibition above about 38%;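 further: extracellular domain of Rv3671c used as enzyme; 0% = enzyme with DMSO and 100% = no enzyme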
Numbers without * were called inactive; ? = inconclusive; · = not tested or not shown.

item	Structure	MazEF act	Mtb FBA inh	Mtb BioA inh	GDH-TPI inh	BoNT F protease	Rv3671c protease	FadD28 binding	PrPC surface inh	Mtb UGM inh
1	Cc1occc1C(=O)Nc1cccc(C(F)(F)F)c1	5	-3	-0.8	-4	23	-4	-2.1	6	-1.4
2	Cc1ccc(OCC(O)CN2CCOCC2)c(C)c1 (stereo not given)	3	1	-0.2	-20	?	-1	-4.0	5	-0.1
3	Cc1cc(C)c2cc(CN(CCO)C(=O)Nc3ccc(F)cc3)c(=O)[nH]c2c1	1	3	-0.7	15	-3	1	-3.0	2	1.4
4	COC(=O)COc1ccc(-n2cnnn2)cc1	-9	-2	-2.3	7	-2	5	-1.3	4	-2.6
5	COC(=O)c1[nH]c(C)c(/C(O)=C2\C(=O)C(=O)N(CCN(C)C)C2c2ccccc2OC)c1C (stereo not given)	-4	2	-4.8	28	-4	2	0.6	4	3.7
6	COc1cc(NC(=O)C2CCN(S(=O)(=O)c3ccc(Cl)cc3)CC2)ccc1-n1cnnn1	8	1	1.1	8	0	-14	?	27*	0.1
7	O=C(/C=C/c1ccccc1Cl)OCC(=O)N1CCc2ccccc21	26	-1	-1.5	2	2	·	-2.7	-2	·
8	O=C(O)CCc1ccc(-c2ccccc2)n1-c1cccc(O)c1	-4	3	0.0	8	-6	8	-3.7	1	4.6
9	COc1ccc(C)cc1NC(=O)CSc1nnc(-c2cc(C)[nH]n2)n1N	7	-1	-0.1	-2	-2	3	-0.6	3	-0.2
10	COc1ccc(CNC(=O)c2ccc3c(c2)NC(=O)C(C)S3)cc1 (stereo not given)	6	-4	-0.3	5	3	-6	-4.4	0	·
11	CCN(C(=O)COC(=O)c1cccnc1SC)c1c(N)n(Cc2ccccc2)c(=O)[nH]c1=O	25	-1	-0.1	-7	-7	-2	-5.2	-4	0.7
12	CN(C)c1nc(N2CCN(c3ccccc3)CC2)c(C#N)c(=O)o1	4	0	·	-6	-4	1	-3.1	2	2.9
13	CCCCCc1ccc(-c2nnc(N)s2)cc1	5	7	·	6	-3	-7	-0.1	-1	0.8
14	CC(C)(C)c1nnc(N/N=C/c2ccc(O)cc2)n(N)c1=O	3	-2	-1.1	16	3	5	-0.8	-1	0.9
15	CCCCC1CCC(c2ccc(C(N)=O)cc2)CC1 (stereo not given)	3	1	·	10	-2	4	-1.4	-5	0.5
16	O=C(NCC1CCCCC1)c1ccco1	2	-2	·	0	-4	0	-3.3	5	0.5
17	O=C(COc1ccc(Cl)cc1)Nc1cccc(-c2ccc(N3CCOCC3)nn2)c1	-1	1	-0.9	0	·	-5	-1.3	2	1.8
18	COc1ccc(C(C(=O)NC(C)C)N(C(=O)CCC(=O)Nc2nccs2)c2ccccc2F)cc1 (stereo not given)	5	4	2.0	1	6	12	-3.1	-9	0.1
19	CC(C)COC(=O)n1c(SCC(=O)N(C)C)nc2ccccc21	-2	3	1.2	-3	12	12	-2.1	-2	1.9
20	Cc1cc(=O)oc2cc(OCC(=O)N3c4ccccc4CC3C)ccc12 (stereo not given)	3	6	7.1	15	5	-3	1.6	1	-0.6
21	O=C(CO)C(O)C(O)C(O)CO (stereo not given)	4	-2	-0.3	-4	0	2	-3.1	3	1.1
22	CC(C)OCC(O)CN1CC2C[C@@H](C1)Cn1c2cccc1=O (stereo not given in full)	0	0	-0.5	-6	1	-1	-1.0	3	-1.4
23	C[C@@H](C(=O)Nc1ccc2ccccc2c1)[C@@H]1C[C@@]1(C)[C@@H](NC(=O)c1ccccc1)c1ccccc1	7	0	0.1	-9	0	-78	-3.3	5	-0.1
24	CCOc1cc(CNCCN(C)C)c(Cl)cc1OCC(=O)NCCc1ccccc1	11	1	0.1	0	-6	2	1.8	-8	-2.5

Two of the compounds above, with each value named.
19	CC(C)COC(=O)n1c(SCC(=O)N(C)C)nc2ccccc21
  MazEF act: -2
  Mtb FBA inh: 3
  Mtb BioA inh: 1.2
  GDH-TPI inh: -3
  BoNT F protease: 12
  Rv3671c protease: 12
  FadD28 binding: -2.1
  PrPC surface inh: -2
  Mtb UGM inh: 1.9
17	O=C(COc1ccc(Cl)cc1)Nc1cccc(-c2ccc(N3CCOCC3)nn2)c1
  MazEF act: -1
  Mtb FBA inh: 1
  Mtb BioA inh: -0.9
  GDH-TPI inh: 0
  BoNT F protease: ·
  Rv3671c protease: -5
  FadD28 binding: -1.3
  PrPC surface inh: 2
  Mtb UGM inh: 1.8

Later entries
item	Structure	MazEF act	Mtb FBA inh	Mtb BioA inh	GDH-TPI inh	BoNT F protease	Rv3671c protease	FadD28 binding	PrPC surface inh	Mtb UGM inh
25	COc1cc(OC)cc(C(=O)Nc2ccccc2C(=O)NCc2cccnc2)c1	0	-3	1.3	6	-2	0	·	5	0.2
26	COc1ccccc1Nc1cc(N2CCOCC2)c2nonc2c1[N+](=O)[O-]	9	-8	·	9	-4	-5	-0.6	-9	0.0
27	COc1ccc(C(=O)N2CC3(CC(c4cccc(NC(=O)CC(c5ccccc5)c5ccccc5)c4)=NO3)C[C@H]2C(N)=O)cc1 (stereo not given in full)	-2	3	-2.0	-1	2	-85	0.3	0	1.8
28	Cc1nn(C)c2c(=O)c(=O)c2n(C)[nH]1	12	-1	·	5	1	-2	0.0	6	-2.4
29	N#C/C(=C\c1cn(CC(=O)N2CCCCC2)c2ccccc12)C(=O)NCc1ccc2c(c1)OCO2	2	0	-1.6	20	6	-15	1.0	-3	-2.3
30	O=C(Nc1cccc(S(=O)(=O)Nc2ccccc2Cl)c1)c1ccc(N2CCCC2)c([N+](=O)[O-])c1	-12	-4	·	14	-4	-112	3.3	8	-1.6
31	Cn1c(C(=O)Nc2ccc3c(c2)OCO3)cc2sccc21	10	2	-1.3	9	-20	-9	0.6	7	1.6
32	COC(=O)CN(c1nc(C)c(Br)c(OC)n1)S(=O)(=O)c1ccc(C)cc1	0	3	-1.2	-2	-2	-3	-0.6	7	2.0
33	COc1cc(C(=O)NCc2nnc(SCC(=O)c3ccc(Cl)cc3)o2)cc(OC)c1OC	1	-2	0.4	3	-4	7	-4.3	3	-0.9
34	CCN1CCN(CCCNC(=O)c2ccc3c(=O)n(CCc4ccccc4)c(=O)[nH]c3c2)CC1	17	8	1.6	-3	-4	-1	-0.4	2	2.1
35	CCc1ccccc1NC(=O)C1CC(c2ccc(F)cc2)=NO1 (stereo not given)	-3	2	0.6	3	0	2	-3.8	-4	0.0
36	Cc1ncc(CO)c(/C=N/NC(=O)c2cccc(S(=O)(=O)N3CCCC3)c2)c1O	-88	14	-3.2	17	·	23	-1.4	4	1.0
37	Cc1ccccc1/C=N/N=C1/NC(=O)CCS1	11	29*	·	32*	?	14	-3.5	-7	1.5
38	Cc1cccc(-n2nnnc2SCC(=O)c2cc(C)n(CC3CCCO3)c2C)c1 (stereo not given)	-2	0	-1.4	13	-35	-4	0.6	3	3.4
39	CCC(C)(NC(=O)c1cccc(N2C(=O)CSC2c2ccccc2)c1)C(=O)Nc1ccccc1C (stereo not given)	3	2	-0.1	4	-1	-10	-2.0	-1	2.3
40	COC(=O)c1ccc(CSc2ccccc2NC(=S)Nc2cccc(C(F)(F)F)c2)o1	3	-1	-0.4	-4	-1	·	-2.2	12	·
41	CCOC(=O)c1nc(NCc2ccccc2)c2ccccc2n1	13	0	·	7	-5	-1	-4.5	11	-6.7
42	O=C(O)CCCC(=O)Nc1ccccc1C(=O)N1CCOCC1	-16	-4	·	0	-4	2	0.1	-9	0.7
43	CCOC(=O)CNC(=O)CSc1ncnc2c1cnn2-c1ccccc1	-8	-1	-0.4	0	-9	3	-3.2	4	-0.2
44	Cc1ccsc1CN(C)CC(=O)N(C)CC(=O)Nc1c(Cl)cccc1Cl	8	1	-1.1	11	-4	·	0.6	-3	·
45	COc1ccc(-c2coc3cc(O[C@@H]4O[C@H](CO)[C@@H](O)[C@H](O)[C@H]4O)c(OC)cc3c2=O)cc1	4	1	0.0	9	6	-1	-3.8	6	0.4
46	CC1=NNC(=O)C1Cc1c(Cl)cccc1Cl (stereo not given)	10	0	-1.1	12	?	11	-1.1	9	-1.8
47	Cc1cc(C)n2nc(SCc3ccccc3C(=O)O)nc2n1	-1	-5	-0.1	-18	-21	4	-0.4	-6	-0.7
48	COc1ccccc1/C=N/n1c(N)c(S(=O)(=O)c2cccs2)c2nc3ccccc3nc21	-10	24	·	9	3	-28	-1.3	1	2.1
49	O=C1c2ccccc2C(=O)N1CSc1nnc(Nc2ccccc2)s1	-9	1	·	8	-4	4	0.9	-6	4.6
50	CC1(C)CC(NC(=O)C2CCN(S(=O)(=O)c3ccccc3C(F)(F)F)CC2)CC(C)(C)N1	5	2	-1.8	1	-1	0	0.4	1	-0.3
51	O=C(Nc1ccc(C(=O)O)cc1)/C(=C\c1ccco1)NC(=O)c1ccccc1	4	-2	0.8	18	-4	7	1.1	2	2.6
52	CNC(=S)c1cc(C(C)(C)C)c(O)c(C(C)(C)C)c1	-7	4	·	25	-2	6	-0.7	-1	1.9
53	CCc1ccc(CN2C(=O)c3ccccc3C2C(=O)NCC2CCCO2)cc1 (stereo not given)	2	2	-0.2	-4	-1	7	-2.1	2	2.7
54	O=C(NCc1ccc2c(c1)OCO2)C1CCCN(S(=O)(=O)c2cccc3nonc23)C1 (stereo not given)	-3	-1	·	2	2	-25	-2.7	-20	·
55	O=C(N/N=C/c1cccnc1)c1cc(-c2ccccc2OCc2ccccc2)n[nH]1	-13	1	12	1	·	7	-24	10	-0.1
56	Cc1ccc(C)n1CCN1CCN(S(=O)(=O)c2ccc(F)cc2F)CC1	0	-1	·	0	-8	-11	-0.3	1	1.0
57	Cc1onc(-c2c(F)cccc2Cl)c1C(=O)N1CCc2ccccc2C1	3	1	·	2	3	-9	-2.7	4	0.5
58	COc1ccc(-c2nc3ncccn3c2Nc2ccccc2)cc1	-2	0	·	21	-4	3	-0.5	-3	-0.6
59	Cc1c(NC2=CC(=O)CC(C)(C)C2)c(=O)n(-c2ccccc2)n1C	-12	2	-0.1	3	-4	0	0.6	9	0.2
60	COc1ccc(C(CNC(=O)CN2C(=O)NC3(CCCC3)C2=O)N(C)C)cc1 (stereo not given)	2	-1	-0.4	4	·	-2	0.6	-1	-0.5
61	CC1(C)CC(=O)c2cc(C(=O)NNc3ccccc3)c(=O)n(-c3ccccc3)c2C1	3	1	·	20	-8	3	0.1	8	0.4
62	CCn1cc(S(=O)(=O)CC(=O)Nc2cc(C)ccc2C)c2ccccc21	10	-1	-0.8	6	-12	-1	-2.1	-5	-0.9

Filtered by structure, those above with an aryl thioether with sulfur outside any ring.
item	Structure	MazEF act	Mtb FBA inh	Mtb BioA inh	GDH-TPI inh	BoNT F protease	Rv3671c protease	FadD28 binding	PrPC surface inh	Mtb UGM inh
9	COc1ccc(C)cc1NC(=O)CSc1nnc(-c2cc(C)[nH]n2)n1N	7	-1	-0.1	-2	-2	3	-0.6	3	-0.2
11	CCN(C(=O)COC(=O)c1cccnc1SC)c1c(N)n(Cc2ccccc2)c(=O)[nH]c1=O	25	-1	-0.1	-7	-7	-2	-5.2	-4	0.7
19	CC(C)COC(=O)n1c(SCC(=O)N(C)C)nc2ccccc21	-2	3	1.2	-3	12	12	-2.1	-2	1.9
33	COc1cc(C(=O)NCc2nnc(SCC(=O)c3ccc(Cl)cc3)o2)cc(OC)c1OC	1	-2	0.4	3	-4	7	-4.3	3	-0.9
38	Cc1cccc(-n2nnnc2SCC(=O)c2cc(C)n(CC3CCCO3)c2C)c1 (stereo not given)	-2	0	-1.4	13	-35	-4	0.6	3	3.4
40	COC(=O)c1ccc(CSc2ccccc2NC(=S)Nc2cccc(C(F)(F)F)c2)o1	3	-1	-0.4	-4	-1	·	-2.2	12	·
43	CCOC(=O)CNC(=O)CSc1ncnc2c1cnn2-c1ccccc1	-8	-1	-0.4	0	-9	3	-3.2	4	-0.2
47	Cc1cc(C)n2nc(SCc3ccccc3C(=O)O)nc2n1	-1	-5	-0.1	-18	-21	4	-0.4	-6	-0.7
49	O=C1c2ccccc2C(=O)N1CSc1nnc(Nc2ccccc2)s1	-9	1	·	8	-4	4	0.9	-6	4.6

Screens (PubChem BioAssay)
